HEK293 tox: Cytotoxic Profiling in HEK 293 Cell Line of Diverse Libraries Using Quantitative High-Throughput Screening; AID 1345083, 2018; 94,000 tested, 6.6% active; HEK 293 viability, ATP luminescence (CellTiter-Glo), 48-72 h; Potency, µM (series often up to 115 µM), without a hit: at the top dose activity change, negative = cytotoxicity, actives largely listed as inhibitors; also: potency is read from the fitted curve at half-maximal effect; nearly all actives have a fitted effect of over 60% in size
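Cells seeded first (HEK 293, 250 cells/well), then compound added by pintool. Incubation ran 48 or 72 hr at 37 degree Celsius. CellTiter-Glo was added and luminescence imaged after 10 min at room temperature.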
NIH3T3 tox: Cytotoxic Profiling in NIH 3T3 Cell Line of Diverse Libraries Using Quantitative High-Throughput Screening | Potency, µM (doses to about 96.7 µM), for inactives: at the top dose activity change, negative = cytotoxicity, hits mostly inhibitors | NIH 3T3 viability, CellTiter-Glo ATP luminescence, 48-72 h | 94,000 tested, 4.3% active; also: potency is read from the fitted curve at half-maximal effect; nearly all actives have a fitted effect of over 55% in size
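First NIH 3T3 cells are plated at 400 cells/well; next compound is pinned in; then plates incubate 48 or 72 hr at 37 °C; finally CellTiter-Glo is added and luminescence read after 10 min.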
Luciferase inh: Firefly luciferase inhibition profiling of diverse chemical library using quantitative high-throughput screening | Potency, µM (doses to about 115 µM), for the others: top-dose activity change, negative = inhibition, most hits filed as inhibitors | purified P. pyralis luciferase, luminescence, biochemical | 76,000 tested, 2.5% active; also: potency is read from the fitted curve at half-maximal effect; nearly all actives have a fitted effect of over 65% in size
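Biochemical qHTS: compound (6-point titration) added to 10uM D-luciferin plus 10uM ATP in Tris acetate pH 7.5 buffer with Mg, Tween-20 and BSA, then purified enzyme at 10nM; light output imaged.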
SNCA viab count: GF-AFC viability counterscreen for inhibitors of alpha-synuclein gene (SNCA) expression; HEK-293-SNCA-luc viability, GF-AFC fluorescence, 24 h; Potency, µM (titrated, usually from 57.1 µM), for the others: at the top dose activity change, negative = cytotoxicity, most hits filed as cytotoxic; 150,000 tested, 0.12% active; AID 1671193, 2021;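 also: potency is read from the fitted curve at half-maximal effect; 0% = DMSO-treated cells and -100% = medium-only wells without cells; nearly all actives have a fitted effect of over 30% in size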
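HEK-293-SNCA-luc cells (1500/well) plated 24 h, then exposed 24 h to a dilution series; GF-AFC added 30 min at 37C, fluorescence 405/540 nm; normalised to medium-only and DMSO wells, Hill fit.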
SNCA expr inh: Primary qHTS assay for inhibitors of alpha-synuclein gene (SNCA) expression; 140,000 tested, 0.17% active; Potency, µM (series often up to 57.2 µM), for the others: at the highest dose activity change, negative = inhibition, most hits filed as inhibitors; HEK-293 SNCA-luciferase knock-in, luminescence, 24 h;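 also: potency is read from the fitted curve at half-maximal effect; plate controls were DMSO cells for no effect and cell-free wells for full effect; nearly all actives have a fitted effect of over 45% in size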
GPT2 inh: Primary qHTS assay for inhibitors of Glutamate pyruvate transaminase 2 (GPT2) | Alanine aminotransferase 2 (Homo sapiens), Q8TD30 | Recombinant GPT2, coupled pyruvate oxidase/HRP Amplex Red fluorescence | Potency, µM (highest dose often 57.7 µM), for the others: at the highest dose activity change, negative = inhibition, most hits filed as inhibitors | 100,000 tested, 0.25% active | AID 1671188, 2021; also: potency is read from the fitted curve at half-maximal effect; nearly all actives have a fitted effect of over 60% in size; many of its hits are not listed in these tables
Target sequence (Q8TD30 whole entry, looked up): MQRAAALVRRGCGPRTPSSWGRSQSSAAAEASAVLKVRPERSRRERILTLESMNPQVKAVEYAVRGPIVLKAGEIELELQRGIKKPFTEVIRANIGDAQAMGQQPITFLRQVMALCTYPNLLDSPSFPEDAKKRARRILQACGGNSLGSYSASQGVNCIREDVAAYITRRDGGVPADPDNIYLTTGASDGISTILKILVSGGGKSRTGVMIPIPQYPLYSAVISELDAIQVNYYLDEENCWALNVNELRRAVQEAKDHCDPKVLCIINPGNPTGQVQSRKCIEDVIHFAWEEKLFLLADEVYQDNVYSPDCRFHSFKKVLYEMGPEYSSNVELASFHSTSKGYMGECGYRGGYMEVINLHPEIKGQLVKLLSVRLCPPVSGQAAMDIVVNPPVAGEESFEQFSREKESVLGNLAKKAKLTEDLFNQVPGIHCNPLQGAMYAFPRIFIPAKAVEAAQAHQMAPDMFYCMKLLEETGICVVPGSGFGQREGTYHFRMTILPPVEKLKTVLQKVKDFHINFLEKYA
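Inhibition is scored from Amplex Red fluorescence generated when pyruvate oxidase and HRP act on pyruvate released by GPT2. Reactions contain 10ng/uL enzyme, 250uM a-KG and 2mM L-alanine and run 30 min at room temperature.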
IP6K1 inhibitor: Primary qHTS assay for small molecule inhibitors of Inositol hexaphosphate kinase 1 (IP6K1) | Inositol hexakisphosphate kinase 1 (Homo sapiens), Q92551 | IP6K1 kinase, ADP-Glo luminescence, 2 h; hits give low values | activity change, % (series mostly up to about 58 µM) | 140,000 tested, 0.81% active; in the data active = activity change below about -25%
Target sequence (Q92551 whole entry, looked up): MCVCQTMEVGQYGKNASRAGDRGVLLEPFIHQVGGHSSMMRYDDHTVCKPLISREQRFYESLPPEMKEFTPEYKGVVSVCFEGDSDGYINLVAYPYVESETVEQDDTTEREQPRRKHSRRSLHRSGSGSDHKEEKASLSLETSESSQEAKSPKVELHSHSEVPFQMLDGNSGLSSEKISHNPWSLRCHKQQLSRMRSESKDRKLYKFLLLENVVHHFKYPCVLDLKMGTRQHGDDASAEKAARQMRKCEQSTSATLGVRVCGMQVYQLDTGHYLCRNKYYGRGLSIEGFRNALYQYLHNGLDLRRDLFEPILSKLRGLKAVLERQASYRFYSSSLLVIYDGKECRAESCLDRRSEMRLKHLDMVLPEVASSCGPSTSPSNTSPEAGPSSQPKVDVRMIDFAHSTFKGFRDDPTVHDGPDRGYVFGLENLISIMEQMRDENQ
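ADP-Glo luminescence measures ADP made by human IP6K1 during a 2 h RT reaction with ATP/IP6 (mix at 1.3 mM/130 uM); top library doses 57.5 and 19.1 uM final.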
Starred values were filed as active, the others as inactive; i = inactive; u = inconclusive; x = no result given; & = joins results of further samples; [ ] = another dose, or the depositor's remark. Unless noted, calls follow the shape of the dose curve; as a rule, active = well fitted curve in the direction sought with a large enough effect; inconclusive = small, poorly fitted or top-dose-only effect, or another doubt; inactive = no such curve, though single readings can be large; an effect the other way counts as inactive or inconclusive. Unless noted, % is scaled to controls: 0 for no effect and ±100 for the full control effect. This is a subset (hit frequency here may not be typical).

Screens in order – HEK293 tox | NIH3T3 tox | Luciferase inh | SNCA viab count | SNCA expr inh | GPT2 inh | IP6K1 inhibitor
- CN(C)Cc1nc(C(=O)N2CCC3(CC2)[C@H](O)C[C@@H]3O)cs1
→ 4.8% | i | -3.8% | 7.4% | 26.1% | i | 12.7
- CCCCn1c(SCc2ccccc2C)nc2ccsc2c1=O
→ x | x | x | 11.5% | 5.8% | x | 27.5
- C#CCNC(=O)C1CN(c2ccc(F)cc2)C(=O)N1 (stereo not drawn)
→ u | u | -8.4%[172 µM] | -0.2%[87.6 µM] | -14.6%[87.6 µM] | i | 1.4
- CC(C)c1nc(N(C)S(C)(=O)=O)nc(-c2ccc(F)cc2)c1/C=C/[C@@H](O)C[C@@H](O)CC(=O)O
→ x | x | x | -0.8% | x | i | 18.3
- COCC(=O)NC[C@@H]1CC[C@H]2C[C@@H]1C2(C)C
→ -5.8%[172 µM] | -11.8%[138 µM] | -2.4%[172 µM] | -23.7%[87.6 µM] | 11.9%[87.6 µM] | -3.2%[88.5 µM] | 0.3
- CCOC(=O)c1sc2ccccc2c1S(=O)(=O)Nc1ccc(C(C)=O)cc1
→ x | x | x | -8.6% | 326.1%[activator] | x | -4.6
- O=C(NCc1ccc(F)cc1)c1nc2sccn2c1-c1cccnc1
→ -2.5% | -18.6% | x | -6.4% | -10.9% | 3.2% | 3.0
- COc1ccc(S(=O)(=O)N2CCC(c3noc(-c4ccccn4)n3)C2)cc1 (stereo not drawn)
→ -3.1% | i | 11.9% | -0.5% | 35.9%[activator] | i | 2.3
- C[S+](=O)([O-])NCc1nnc2n1C(C(=O)NCc1cccc(Cl)c1)CC2 (stereo not drawn)
→ -23.7% | -14.1% | x | 5.4% | 2.4% | i | 16.1
- O=C1CN(Cc2ccc(-c3cncnc3)cc2)CCN1c1nccc(Cl)n1
→ -7.9% | -17.6% | -6.4% | 7.4% | -9.6% | -1.0% | -6.1

Reprinted at random: 3 records from the list.
Screens in order – HEK293 tox | NIH3T3 tox | Luciferase inh | SNCA viab count | SNCA expr inh | GPT2 inh | IP6K1 inhibitor
- C[S+](=O)([O-])NCc1nnc2n1C(C(=O)NCc1cccc(Cl)c1)CC2 (stereo not drawn)
→ -23.7% | -14.1% | x | 5.4% | 2.4% | i | 16.1
- CN(C)Cc1nc(C(=O)N2CCC3(CC2)[C@H](O)C[C@@H]3O)cs1
→ 4.8% | i | -3.8% | 7.4% | 26.1% | i | 12.7
- O=C1CN(Cc2ccc(-c3cncnc3)cc2)CCN1c1nccc(Cl)n1
→ -7.9% | -17.6% | -6.4% | 7.4% | -9.6% | -1.0% | -6.1

(more compounds)
Screens in order – HEK293 tox | NIH3T3 tox | Luciferase inh | SNCA viab count | SNCA expr inh | GPT2 inh | IP6K1 inhibitor
- Cc1cccc(OCCc2noc(C3CCCN(C(=O)C(C)C)C3)n2)c1 (stereo not drawn)
→ u | -13.6% | -6.6% | 6.2% | 7.2% | -11.0% | 0.1
- CCOC(=O)C1CCN(c2nc(-c3ccc(Br)cc3)nc3ccccc23)CC1
→ x | x | x | -9.9% | -13.6% | x | 11.0
- CCOC(=O)c1ccc(Nc2nc(C(=O)OCC)nc3ccccc23)cc1
→ x | x | x | -1.7% | 18.0% | x | -3.3
- CCCN(C(=O)Cn1cnc2sc(C)c(S(=O)(=O)N3CCN(c4ncccn4)CC3)c2c1=O)c1cccc(C)c1
→ x | x | x | -3.5% | 25.4% | x | 21.5
- C[C@@H]1C(=O)O[C@H]2[C@H]1CC[C@@]1(C)Cc3sc(NS(=O)(=O)c4ccc(F)c(Cl)c4)nc3[C@@H](C)[C@H]21
→ u | u | 12.4% | -2.2% | 7.4% | -27.2% | -3.7
- CC(=O)N1CCC(c2noc(-c3ccccn3)n2)C1 (stereo not drawn)
→ 13.0% | 3.3% | 4.2% | 4.4% | u | i | 2.0
- COc1cc(NC(=O)CN2CCCN(S(=O)(=O)c3ccc(F)cc3)CC2)cc(OC)c1
→ x | x | x | -6.6% | 2.7% | x | 32.7
- O=C(c1cccs1)N1CCCc2cc(NS(=O)(=O)c3ccc(F)cc3)ccc21
→ x | x | x | -15.9% | u | x | 4.3
- Cc1cc(C)c(NC(=O)Cn2c(=O)n(-c3ccc(F)cc3)c(=O)c3c2cc(C)n3C)c(C)c1
→ -3.9% | i | 5.5% | -14.2% | -15.2% | -7.2% | 0.1
- COc1cc(NC(=O)C(NS(=O)(=O)c2ccc3c(c2)CCCC(=O)N3)C(C)C)cc(OC)c1 (stereo not drawn)
→ x | x | x | 5.7% | u | x | -14.3
- CC(=O)N1c2ccccc2C(=O)C1N1CCN(c2ccc(Cl)cc2)CC1 (stereo not drawn)
→ x | x | x | 3.3% | -27.7% | x | 4.0
- COc1ccc(-c2nc3sc(CCNC(=O)c4ccccc4C)c(C)n3n2)cc1
→ x | x | x | -23.8% | 101.4%[activator] | x | 9.1
- O=S(=O)(c1ccccc1)n1nc(-c2ccc(Cl)cc2)nc1NCc1ccccc1
→ x | x | x | -0.9% | 21.7% | x | -4.7
- CCc1ccc(CN2CCc3nc(N4CCN(CC)CC4)ncc3C2)cc1
→ x | x | x | -3.9% | 9.6% | x | 13.6
- O=C(N[C@H](c1ccccn1)C1CC(O)C1)c1ccc(Cn2cccn2)o1 (stereo partly drawn)
→ -0.1% | -6.3% | 5.3% | 2.2% | 1.6% | i | -6.6
- O=C(Nc1ccccc1)Nc1ccc([C@H]2OCC(=O)N(Cc3ccc(F)cc3)[C@@H]2CO)cc1
→ 39.8µM* | u | 7.8% | -9.7% | -6.7% | -29.1% | -1.8
- COc1cc(OC)c(NC(=O)Cn2ccn3nc(-c4ccccc4)c(CO)c3c2=O)cc1Cl
→ u | u | 0.0% | 5.7% | 3.7% | -5.1% | -0.6
- Cn1nccc1C(=O)N1C[C@@H](Oc2ccccc2)C[C@@H]1C(=O)N1CCOCC1
→ -5.1% | -17.9% | 0.0% | -5.6% | u | u | 13.5
- CCn1nc(C)c(-c2cc(C(=O)NCC3Cn4cccc4C(=O)N3C)no2)c1C (stereo not drawn)
→ -29.5% | -18.5% | 0.0% | 4.3% | -12.0% | i | 2.5
- Clc1ccc(C2(c3ccc(-c4cn[nH]c4)cc3)CCNCC2)cc1
→ x | x | x | u | 10.1% | 3.4%&-22.1% | 8.2
- COC1CCC12CCN(C(=O)CCCc1ccccc1)CC2 (stereo not drawn)
→ -22.5% | -28.1% | x | -0.6% | -72.6% | 2.5% | -4.9
- O=C(/C=C\c1ccc2c(c1)OCO2)NC1CC(=O)N(c2ccc(F)cc2)C1 (stereo not drawn)
→ x | x | x | -23.6% | -22.6% | x | 16.1
- O=C(Cn1c(=O)n(CCc2ccccc2)c(=O)c2c3c(sc21)CCCC3)Nc1ccc(F)c(F)c1
→ x | x | x | 15.1% | 17.2% | x | -18.6
- CCOCC(=O)N1C[C@@H](Oc2ccccc2)C[C@H]1C(=O)NCCOC
→ -8.4% | -0.1% | 4.6% | -3.6% | 15.5% | -4.4% | 14.0
- O=C(CCn1ccc2cc(S(=O)(=O)N3CCCC3)ccc21)NCc1ccccc1Cl
→ x | x | x | 7.3% | -24.6% | x | 4.0
- CCOc1ccc(NC(=O)Cc2coc3ccc(C)cc23)cc1
→ x | x | x | 3.8% | -1.9% | x | 20.8
- CCCCn1c(=O)c(C(=O)NCCc2ccc(Cl)cc2)nc2cccnc21
→ u | u | x | 2.0% | -17.9% | i | 2.3
- O=S(=O)(c1cccs1)N1CCOC(Cc2cccc(F)c2)C1 (stereo not drawn)
→ -36.1% | -18.1% | 1.0% | 2.6% | 8.6% | -5.6% | -0.2
- CCn1cc(CN2CC[C@H]3C(=O)NCCCCCCN(Cc4ccncc4)[C@@H]3C2)cn1
→ -12.9% | -22.3% | 1.6% | 1.8% | 28.5% | i | 8.7
- CCN(C(=O)CCC(=O)N1CCCC(Cc2nncn2-c2ccccc2)C1)c1ccccc1 (stereo not drawn)
→ -1.9% | -22.5% | -0.8% | 0.6% | 8.4% | i | -3.4
- COc1ccc(S(=O)(=O)NCCc2csc3nc(-c4ccccc4)nn23)cc1OC
→ x | x | x | u | 4.0% | x | -4.9
- COCC[C@]1(O)CCN(C(=O)c2csc(CN(C)C)n2)C[C@H]1C
→ -24.5% | 2.1% | 11.1% | 5.6% | 19.5% | -22.5% | 5.1
- CN1CCC2(CC1)CN(C(=O)CCc1ccccc1)Cc1ccccc1O2
→ u | -28.2% | -5.6% | 0.4% | -0.2% | 3.0% | -3.6
- COc1ccc(-c2cc3c(=O)n(CCNC(=O)c4ccoc4)ccn3n2)cc1
→ 22.4µM* | -19.7% | u | -13.2% | 5.9% | i | -0.3
- Cc1cccc(/C=C/c2onc(C)c2S(=O)(=O)N2CCC(C(=O)N3CCC(C)CC3)CC2)c1
→ x | x | x | 8.3% | 16.5% | x | -16.0
- O=C(c1ccoc1)N1CCC2(CC1)N=C(c1ccccc1)NO2
→ 0.2% | i | 5.3% | -2.7% | -15.4% | 0.7% | -6.9
- COc1ccc(-c2cc(C(=O)NC3CCCCC3)c3cnn(C)c3n2)cc1
→ u | u | x | -0.5% | -15.8% | i | 0.1
- CCCS(=O)(=O)N1CCC(c2nc(CCOc3ccc(F)cc3)no2)C1 (stereo not drawn)
→ u | -20.5% | 0.6% | -1.4%[12.5 µM] | 31.6%[activator] | -15.2% | 6.1
- Cc1cccc(CSc2nc(=O)c3c(n2C)NC(=O)CC3c2cc(F)cc(F)c2)c1 (stereo not drawn)
→ x | x | x | 1.0% | -5.9% | x | 10.4
- CCn1cc(CN2CCC(c3[nH]ncc3-c3ccccc3C)CC2)cn1
→ -28.6% | u | 0.0% | 10.1% | 37.5%[activator] | 4.1% | -11.0
- O=C(CCN1CCOC(C(F)(F)F)C1)NCc1ccccc1Cl (stereo not drawn)
→ i | 4.1% | -10.7% | 7.2% | 18.0% | -3.4% | -10.8
- COc1ccc(CN2CCC3(CC2)CC(=O)c2ccc(Cl)cc2O3)cc1
→ 39.8µM* | u | -10.1% | -8.3% | 1.0% | -5.4% | -1.7
- COc1ccc(Cn2c(=O)c3ccnn3c3ccc(C(=O)O)cc32)cc1
→ 9.5% | 1.7% | -7.3% | 12.0% | 33.1% | i | 6.1
- CCn1cnnc1CC1CCCN(C(=O)Nc2cccc(C)c2)C1 (stereo not drawn)
→ -9.9% | -16.7% | -11.7% | 4.0% | -6.2% | i | 23.3
- Cc1ccc(C(=O)N2CCC(N3CCOC3=O)CC2)cc1
→ i | i | x | 2.4%[87.6 µM] | 22.1%[87.6 µM] | -15.2%[88.5 µM] | 0.1

Assay outcomes (PubChem BioAssay)
